PLK1 inh: blocks human PLK1 kinase activity; recombinant PLK1 kinase, TR-FRET peptide phosphorylation; inhibition, % at 10 µM; 97,000 tested, 0.53% active; AID 619;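 active = inhibition of 50% or more in the single-concentration screen; inactive = inhibition below 50%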;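 note: 0% = DMSO max control and 100% = H-89 dihydrochloride min control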
PTPN22 act: increases human PTPN22 phosphatase activity | Q9Y2R2 | recombinant LYP, DiFMUP fluorescence; 0 = plate median, 100 = signal doubled | activation, % at 2 µM | 96,000 tested, 0.11% active | AID 697;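 active = activation at 2 µM above a set limit, the mean plus 5 SD, cut at about 37% in these data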
LYP inh 2: inhibitors of human LYP (PTPN22) phosphatase; recombinant LYP catalytic domain, DiFMUP fluorescence; inhibition, % at 2 µM; 96,000 tested, 0.21% active;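 active = inhibition at 2 µM at or above a set limit, the screen mean plus 3 SD, cut at about 24% in these data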;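 note: 0% = DMSO with enzyme and 100% = enzyme fully blocked by orthovanadate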
CYP2C9 inh: inhibitors of human CYP2C9. CYP2C9 Supersomes, luciferin-H conversion, luminescence. inhibition, % at 5 µM. 96,000 tested, 20% active. AID 777;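 active = blocking of liver enzyme CYP2C9 beyond about 50% at 5 µM, limit read from the data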; note: values of inactives mirror those of a sister screen read the other way
EphB4 antag: blocks human EphB4 binding to ephrin-B2. P54760. EphB4 LBD / TNYL-RAW-Alexa532 peptide, fluorescence polarization. inhibition, % at 7 µM. 97,000 tested, 0.15% active;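 active = inhibition above the screen-wide mean inhibition plus 3 SD, cut at about 15% in these data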;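 note: 0% = DMSO wells and 100% = excess unlabeled TNYL-RAW peptide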
Target sequence (P54760 whole entry, looked up, the tested form may be a part): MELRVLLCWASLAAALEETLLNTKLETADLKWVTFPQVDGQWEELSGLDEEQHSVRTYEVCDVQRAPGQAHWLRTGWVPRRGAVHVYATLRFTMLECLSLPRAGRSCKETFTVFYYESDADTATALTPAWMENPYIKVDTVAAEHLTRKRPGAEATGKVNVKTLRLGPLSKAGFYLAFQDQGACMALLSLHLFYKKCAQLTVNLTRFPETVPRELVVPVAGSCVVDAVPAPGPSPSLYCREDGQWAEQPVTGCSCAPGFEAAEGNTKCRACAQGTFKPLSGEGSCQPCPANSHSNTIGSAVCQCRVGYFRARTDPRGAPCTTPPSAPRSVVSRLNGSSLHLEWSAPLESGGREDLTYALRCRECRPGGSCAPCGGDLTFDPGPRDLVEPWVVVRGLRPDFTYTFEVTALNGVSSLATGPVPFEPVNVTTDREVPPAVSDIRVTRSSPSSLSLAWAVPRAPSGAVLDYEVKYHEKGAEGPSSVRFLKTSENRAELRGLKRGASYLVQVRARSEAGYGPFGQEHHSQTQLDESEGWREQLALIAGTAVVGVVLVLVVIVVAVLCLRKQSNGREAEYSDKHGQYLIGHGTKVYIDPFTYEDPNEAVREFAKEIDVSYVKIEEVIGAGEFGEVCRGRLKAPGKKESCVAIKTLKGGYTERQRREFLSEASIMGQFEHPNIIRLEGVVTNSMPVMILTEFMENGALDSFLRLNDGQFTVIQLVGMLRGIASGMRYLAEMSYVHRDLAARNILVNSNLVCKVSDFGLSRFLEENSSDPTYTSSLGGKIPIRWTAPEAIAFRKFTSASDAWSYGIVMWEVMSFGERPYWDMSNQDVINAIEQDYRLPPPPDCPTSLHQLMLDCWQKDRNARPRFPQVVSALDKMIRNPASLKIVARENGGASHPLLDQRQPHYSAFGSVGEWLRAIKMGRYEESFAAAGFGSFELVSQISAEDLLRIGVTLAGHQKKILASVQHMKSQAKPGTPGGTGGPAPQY
HIV Rev-RRE inh: HIV Rev-RRE protein-RNA interaction inhibition. P05866. Rev peptide-RRE RNA binding, FRET. inhibition, % at 8 µM. 97,000 tested, 0.79% active. AID 704;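 active = inhibition above the screen-wide mean plus 3 SD, cut at about 35% in these data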;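 note: 0% = median DMSO wells and 100% = median Neomycin B control wells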
Target sequence (P05866 whole entry, looked up): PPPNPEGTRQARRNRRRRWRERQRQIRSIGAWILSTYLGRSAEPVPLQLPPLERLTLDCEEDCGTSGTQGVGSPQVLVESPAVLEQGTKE
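Assay system: Rev peptide and RRE RNA, both fluorescently labelled; times: 5 min preincubation and 15 min binding, 25 °C; detection: FRET, ex 480 nm, em 540 and 671 nm; read-out basis: % inhibition from 671/540 nm acceptor-to-donor ratio, scaled between controls; benchmarks: DMSO low control, neomycin B high control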
Calb biofilm kill: kills Candida albicans biofilms. C. albicans biofilm + clotrimazole, Alamar Blue. AID 834. 85,000 tested, 0.14% active. inhibition, % at 6 µM;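 active = inhibition above 20%; inactive = inhibition below 20%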;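 note: preformed 24 hr biofilms exposed to compound for 48 hr; 0% = biofilm without compound and 100% = blank killed by clotrimazole plus chlorhexidine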
PLK1 PBD inh: blocks phosphopeptide binding to human Plk1 polo box domain. 97,000 tested, 0.13% active. P53350. Plk1 PBD phosphopeptide binding, fluorescence polarization. inhibition, %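 (tested at about 20 µM)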; in the data active = inhibition above about 34%, passing the limit was not always enough
CYP2C9 act: activators of human CYP2C9; P11712; recombinant CYP2C9, luciferin-H conversion, luminescence; active compounds read high; factor 1 = untreated enzyme, 0 = blocked; activation factor at 5 µM; 96,000 tested, 1.4% active; AID 1024;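 active = activation factor of 2 or more for CYP2C9 at a 5 µM dose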;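 note: 0 = sulfaphenazole-blocked wells and 1 = vehicle-only wells; values of inactives mirror those of a sister screen read the other way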
* hit, by the source's call; [ ] = another dose, or the depositor's remark.

`Cc1c(C#N)c2ncn(Cc3ccccn3)c(=O)c2n1-c1ccccc1` gave PLK1 inh -9, PTPN22 act -9, LYP inh 2 10, CYP2C9 inh -5, EphB4 antag 6, HIV Rev-RRE inh 4, Calb biofilm kill -1, PLK1 PBD inh 0 and CYP2C9 act 1.
`O=C1C(c2ccc(F)cc2)N(Cc2ccc3c(c2)OCO3)C(=O)CN1C1CCCCCC1` (stereo not drawn) gave PLK1 inh -10, PTPN22 act -4, LYP inh 2 4, CYP2C9 inh 56*, EphB4 antag -7, HIV Rev-RRE inh 20, Calb biofilm kill 5, PLK1 PBD inh -16 and CYP2C9 act 0.4.
For COc1cc(C2C(C(=O)OCCC#N)=C(C)NC3=C2S(=O)(=O)c2ccccc23)cc(OC)c1OC (stereo not drawn) the results were PLK1 inh -13, PTPN22 act 8, LYP inh 2 -2, CYP2C9 inh 51*, EphB4 antag 0, HIV Rev-RRE inh 1, PLK1 PBD inh 10 and CYP2C9 act 0.5.
`Cc1c(/C=N/NC(=O)c2cc(=O)[nH]c(=O)[nH]2)c2ccccn2c1C(=O)c1ccccc1` gave PLK1 inh -10, PTPN22 act 0, LYP inh 2 2, CYP2C9 inh 50*, EphB4 antag 1, HIV Rev-RRE inh -3, PLK1 PBD inh -3 and CYP2C9 act 0.5.
For O=C(Nc1ccon1)c1cccc(Cl)c1 the results were PLK1 inh -19, PTPN22 act 5, LYP inh 2 -6, CYP2C9 inh 18, EphB4 antag -4, HIV Rev-RRE inh 4, Calb biofilm kill 10, PLK1 PBD inh 26 and CYP2C9 act 0.8.
`CCOC(=O)c1c(N2CCCCC2)c2ccccc2[nH]c1=O` gave PLK1 inh 7, PTPN22 act 5, LYP inh 2 -4, CYP2C9 inh -17, EphB4 antag -1, HIV Rev-RRE inh -1, Calb biofilm kill 1, PLK1 PBD inh 27 and CYP2C9 act 1.2.
`CC(C)(C)c1ccccc1OCCCCN1CCCC1` gave PLK1 inh -8, PTPN22 act 7, LYP inh 2 -6, CYP2C9 inh 0, EphB4 antag 7, HIV Rev-RRE inh 8, Calb biofilm kill 5, PLK1 PBD inh -1 and CYP2C9 act 1.
`CC(=O)c1c(C)c2c(n1CCN(C)C)CCCC2` gave PLK1 inh 0, PTPN22 act 3, LYP inh 2 -3, CYP2C9 inh -13, EphB4 antag 2, HIV Rev-RRE inh -2, Calb biofilm kill 2, PLK1 PBD inh -15 and CYP2C9 act 1.1.
For C=CCNC(=O)C1CCN(S(=O)(=O)c2ccccc2)CC1 the results were PLK1 inh -5, PTPN22 act -4, LYP inh 2 1, CYP2C9 inh -34, EphB4 antag -4, HIV Rev-RRE inh 5, Calb biofilm kill 8, PLK1 PBD inh -19 and CYP2C9 act 1.3.
CC(Oc1ccc(Cl)cc1Cl)C(=O)Nc1ccc2oc(-c3ccncc3)nc2c1 (stereo not drawn) was read as PLK1 inh -18, PTPN22 act 0, LYP inh 2 -1, CYP2C9 inh 61*, EphB4 antag 1, HIV Rev-RRE inh -4, Calb biofilm kill 9, PLK1 PBD inh 15 and CYP2C9 act 0.4.
For CNC(=O)N(c1ccccc1)c1ccccc1 the results were PLK1 inh -10, PTPN22 act -2, LYP inh 2 5, CYP2C9 inh 8, EphB4 antag -4, HIV Rev-RRE inh 5, Calb biofilm kill -2, PLK1 PBD inh -18 and CYP2C9 act 0.9.
Screening O=C(Cn1cnc2sc(-c3ccccc3)cc2c1=O)NCc1ccco1 returned PLK1 inh -5, PTPN22 act -10, LYP inh 2 8, CYP2C9 inh 4, EphB4 antag -6, HIV Rev-RRE inh 6, Calb biofilm kill 1, PLK1 PBD inh 1 and CYP2C9 act 1.
COc1cc(CNCCN2CCOCC2)ccc1OCc1ccccc1Cl was read as PLK1 inh -8, PTPN22 act 6, LYP inh 2 -2, CYP2C9 inh 2, EphB4 antag -1, HIV Rev-RRE inh -1, PLK1 PBD inh -7 and CYP2C9 act 1.
CS(=O)(=O)N(CC(=O)N1CCN(c2ccccc2F)CC1)c1cccc(C(F)(F)F)c1 was read as PLK1 inh 10, PTPN22 act -10, LYP inh 2 10, CYP2C9 inh -74, EphB4 antag -5, HIV Rev-RRE inh 2, Calb biofilm kill 13, PLK1 PBD inh 20 and CYP2C9 act 1.7.
For CCOC(=O)c1sc(NC(=O)CSc2ncccn2)c(C#N)c1C the results were PLK1 inh -16, PTPN22 act 31, LYP inh 2 -30, CYP2C9 inh 45, EphB4 antag -7, HIV Rev-RRE inh 3, Calb biofilm kill 8, PLK1 PBD inh 6 and CYP2C9 act 0.5.
`Cn1c(=O)n(C)c2cc([N+](=O)[O-])c(N3CCN(C(=O)c4ccccc4)CC3)cc21` gave PLK1 inh -12, PTPN22 act -4, LYP inh 2 2, CYP2C9 inh 19, EphB4 antag 1, HIV Rev-RRE inh 3, PLK1 PBD inh 5 and CYP2C9 act 0.8.
For Brc1ccc(Nc2nc3ccccc3n3nnnc23)cc1 the results were PLK1 inh -7, PTPN22 act 1, LYP inh 2 2, CYP2C9 inh 16, EphB4 antag 7, HIV Rev-RRE inh 18, Calb biofilm kill 1, PLK1 PBD inh 0 and CYP2C9 act 0.8.
For CS(=O)(=O)N(CC(=O)NCC1CCCO1)c1ccc(F)c(Cl)c1 (stereo not drawn) the results were PLK1 inh -10, PTPN22 act 1, LYP inh 2 -1, CYP2C9 inh 4, EphB4 antag -1, HIV Rev-RRE inh 6, Calb biofilm kill 4, PLK1 PBD inh 11 and CYP2C9 act 1.
COc1ccccc1N1CCN(S(=O)(=O)c2cc(C)sc2C)CC1 was read as PLK1 inh -10, PTPN22 act 1, LYP inh 2 -5, CYP2C9 inh 35, EphB4 antag 0, HIV Rev-RRE inh 8, Calb biofilm kill 10, PLK1 PBD inh 9 and CYP2C9 act 0.7.
`Cc1cc(C)c(S(=O)(=O)c2ccccc2)c(OC(=O)c2cc(F)c(F)cc2Cl)n1` gave PLK1 inh -12, PTPN22 act -12, LYP inh 2 10, CYP2C9 inh 7, EphB4 antag 1, HIV Rev-RRE inh 8, Calb biofilm kill 15, PLK1 PBD inh -19 and CYP2C9 act 0.9.
For Cc1cc(NC(=O)c2cc3ccccc3oc2=O)no1 the results were PLK1 inh -14, PTPN22 act -3, LYP inh 2 5, CYP2C9 inh 10, EphB4 antag -9, HIV Rev-RRE inh 2, PLK1 PBD inh 8 and CYP2C9 act 0.9.
Cc1ccc(-n2c(C)cc3c2CCCC3=O)cc1 was read as PLK1 inh -7, PTPN22 act 0, LYP inh 2 -6, CYP2C9 inh 2, EphB4 antag -5, HIV Rev-RRE inh 3, Calb biofilm kill 4, PLK1 PBD inh -9 and CYP2C9 act 1.
For O=C(O)c1ncc(-c2ccccc2)cn1 the results were PLK1 inh -18, PTPN22 act -7, LYP inh 2 7, CYP2C9 inh 0, EphB4 antag -3, HIV Rev-RRE inh 5, Calb biofilm kill 6, PLK1 PBD inh 6 and CYP2C9 act 1.
Screening O=S(=O)(c1cccs1)n1nnc2ccccc21 returned PLK1 inh -14, PTPN22 act 2, LYP inh 2 -3, CYP2C9 inh -87, EphB4 antag -10, HIV Rev-RRE inh 1, Calb biofilm kill 0, PLK1 PBD inh -11 and CYP2C9 act 1.9.
Screening CCCCOC(=O)c1cc(-c2ccc(/C=N/n3cnnc3)o2)ccc1Cl returned PLK1 inh -14, PTPN22 act -5, LYP inh 2 4, EphB4 antag -5, HIV Rev-RRE inh 3, Calb biofilm kill 6 and PLK1 PBD inh 10.
Screening COc1ccc(NC(=O)N2CCC(c3nc(-c4cccs4)no3)CC2)cc1 returned PLK1 inh -9, PTPN22 act 4, LYP inh 2 -7, CYP2C9 inh 55*, EphB4 antag -2, HIV Rev-RRE inh 5, Calb biofilm kill 8, PLK1 PBD inh -12 and CYP2C9 act 0.5.
Cc1c2cc(O)c(=O)cc-2oc2cc(O)c(O)cc12 was read as PLK1 inh 36, PTPN22 act -94, LYP inh 2 94*, CYP2C9 inh 82*, EphB4 antag 49*[fluorescence artefact?], HIV Rev-RRE inh 140*[fluorescence artefact?], PLK1 PBD inh 130* and CYP2C9 act 0.2.
CC(C)C(=O)OCCN=C1NS(=O)(=O)c2ccccc21 was read as PLK1 inh -16, PTPN22 act -2, LYP inh 2 2, CYP2C9 inh 6, EphB4 antag -6, HIV Rev-RRE inh 9, Calb biofilm kill 0, PLK1 PBD inh 14 and CYP2C9 act 0.9.
O=C1CCC(C(=O)N(Cc2ccco2)C2(C(=O)NC3CCCC3)CCCCC2)N1 (stereo not drawn) was read as PLK1 inh 0, PTPN22 act -2, LYP inh 2 2, CYP2C9 inh -19, EphB4 antag -2, HIV Rev-RRE inh -4, Calb biofilm kill 4, PLK1 PBD inh 13 and CYP2C9 act 1.2.
CCC(=O)c1ccc(OCC(O)CN(C)C2CCCCC2)cc1 (stereo not drawn) was read as PLK1 inh -12, PTPN22 act -5, LYP inh 2 2, CYP2C9 inh 5, EphB4 antag 0, HIV Rev-RRE inh -5, Calb biofilm kill 8, PLK1 PBD inh -6 and CYP2C9 act 1.

Next part; the last 2 above are carried over.
O=C1CCC(C(=O)N(Cc2ccco2)C2(C(=O)NC3CCCC3)CCCCC2)N1 (stereo not drawn) was read as PLK1 inh 0, PTPN22 act -2, LYP inh 2 2, CYP2C9 inh -19, EphB4 antag -2, HIV Rev-RRE inh -4, Calb biofilm kill 4, PLK1 PBD inh 13 and CYP2C9 act 1.2.
CCC(=O)c1ccc(OCC(O)CN(C)C2CCCCC2)cc1 (stereo not drawn) was read as PLK1 inh -12, PTPN22 act -5, LYP inh 2 2, CYP2C9 inh 5, EphB4 antag 0, HIV Rev-RRE inh -5, Calb biofilm kill 8, PLK1 PBD inh -6 and CYP2C9 act 1.
CCOC(=O)CSc1nnc(CNC(=O)c2ccccc2OC)n1-c1ccc(OC)cc1 was read as PLK1 inh -8, PTPN22 act 4, LYP inh 2 -5, CYP2C9 inh -4, EphB4 antag -4, HIV Rev-RRE inh 3, Calb biofilm kill -4, PLK1 PBD inh -9 and CYP2C9 act 1.
Cc1cc(Cl)c(S(=O)(=O)N/N=C/c2ccc3c(c2)OCO3)c(Cl)c1 was read as PLK1 inh -4, PTPN22 act -9, LYP inh 2 13, CYP2C9 inh 96*, EphB4 antag 1, HIV Rev-RRE inh 8, PLK1 PBD inh 12 and CYP2C9 act 0.
Screening Fc1ccc(NCc2nnc(SCc3nnc(-c4ccccc4)o3)n2Cc2ccccc2)cc1 returned PLK1 inh -7, PTPN22 act -5, LYP inh 2 4, CYP2C9 inh 68*, EphB4 antag -7, HIV Rev-RRE inh 5, Calb biofilm kill 5, PLK1 PBD inh 13 and CYP2C9 act 0.3.
For COc1ccc(-c2ccc(C#N)c(SCC(=O)Nc3sc4c(c3C#N)CCC4)n2)cc1 the results were PLK1 inh -100, PTPN22 act 0, LYP inh 2 -3, CYP2C9 inh 18, EphB4 antag -9, HIV Rev-RRE inh 8, Calb biofilm kill 7, PLK1 PBD inh -16 and CYP2C9 act 0.8.
O=C(Cn1cnc2sc(-c3ccccc3)cc2c1=O)N1CCOCC1 was read as PLK1 inh -8, PTPN22 act 6, LYP inh 2 -12, CYP2C9 inh -3, EphB4 antag -6, HIV Rev-RRE inh 3, Calb biofilm kill 5, PLK1 PBD inh -19 and CYP2C9 act 1.

2 compounds picked at random from those above, as already listed:
Screening Fc1ccc(NCc2nnc(SCc3nnc(-c4ccccc4)o3)n2Cc2ccccc2)cc1 returned PLK1 inh -7, PTPN22 act -5, LYP inh 2 4, CYP2C9 inh 68*, EphB4 antag -7, HIV Rev-RRE inh 5, Calb biofilm kill 5, PLK1 PBD inh 13 and CYP2C9 act 0.3.
Cc1cc(Cl)c(S(=O)(=O)N/N=C/c2ccc3c(c2)OCO3)c(Cl)c1 was read as PLK1 inh -4, PTPN22 act -9, LYP inh 2 13, CYP2C9 inh 96*, EphB4 antag 1, HIV Rev-RRE inh 8, PLK1 PBD inh 12 and CYP2C9 act 0.

Assay outcomes from PubChem.
